Compound activity deposited in PubChem BioAssay by The Scripps Research Institute Molecular Screening Center.
TPT1 inh = Candida albicans TPT1 enzyme inhibitors, primary screen, biochemical, fluorescence polarization | recombinant caTPT1, FP RNA substrate dephosphorylation | tRNA 2'-phosphotransferase TPT1 (Candida albicans SC5314) | inhibition, % at 5 µM | actives 0.81% (n = 300,000);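 active = inhibition above the mean of all tested compounds plus 3 SD, set per screening campaign, cut at about 24% in these data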;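 note: plate controls were DMSO alone for no effect and ferristatin control at 100 nM for full effect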
AHR act = AHR activators, primary screen, cell-based, luminescence, luciferase reporter, human. Aryl hydrocarbon receptor (Homo sapiens), P35869. actives 2.5% (n = 320,000). AHR-responsive luciferase reporter cells. activation, % at 5 µM; in the data active = activation above about 47%;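 note: 0% = vehicle wells and 100% = reference agonist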
proCasp3 act = activators of human procaspase-3 D3A mutant, primary screen, biochemical, absorbance, PC-3 D3A mutant, single concentration; Caspase-3 (Homo sapiens), P42574; recombinant procaspase-3 D3A, Ac-DEVD-pNA absorbance 405 nm; activation, % at 8.5 µM; actives 0.11% (n = 330,000); AID 463141, 2010;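 active = activation above the mean of all tested compounds plus 3 SD, cut at about 21% in these data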;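 note: 0% = DMSO alone and 100% = DMSO wells spiked with extra 5 µM PC-3 D3A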
Target sequence (P42574 whole entry D9A/D28A/D175A): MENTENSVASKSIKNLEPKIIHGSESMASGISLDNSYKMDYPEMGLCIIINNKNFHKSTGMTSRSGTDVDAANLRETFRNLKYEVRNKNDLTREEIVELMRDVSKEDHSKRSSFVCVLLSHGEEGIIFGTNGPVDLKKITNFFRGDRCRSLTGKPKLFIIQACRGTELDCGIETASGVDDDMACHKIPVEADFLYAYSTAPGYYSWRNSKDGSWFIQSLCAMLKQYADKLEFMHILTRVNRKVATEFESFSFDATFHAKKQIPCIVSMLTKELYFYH
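material = Procaspase-3 D3A mutant | probe or stimulus = Ac-DEVD-pNA | compound = single dose, 8.5 µM nominal compound, 0.8% DMSO | timing = 1 h preincubation, 2 h reaction | measured by = 405 nm absorbance of p-nitroaniline, reads at 0 and 120 min | benchmarks = DMSO-only low control, 5 µM PC-3 D3A high control | repeats = singlicate, each compound tested once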
core dimer inh = inhibitors of HCV core protein dimerization, primary screen, biochemical, TR-FRET, high-throughput; inhibition, % at 5 µM; AID 1899, 2009; TR-FRET GST/Flag-core106 dimerization, 1536-well; actives 0.33% (n = 300,000);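 active = inhibition above the mean of all tested compounds plus 3 SD, set per screening campaign, cut at about 45% in these data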
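System: GST/Flag-tagged HCV core106 proteins. Incubation: compound-protein-antibody incubation 4 h at 22.5 °C. Technique: HTRF with 340 nm excitation, 617/671 nm emission. Medium: KF-containing HEPES buffer, pH 7.45, DTT, CHAPS, BSA. Read-out: inhibition (%) from 671 over 617 nm ratio. Also added: Eu(K)-anti-GST 90 ng/mL plus XL665-anti-Flag 1 µg/mL.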
Fh CTSL1 inh = Fasciola hepatica cathepsin L1 inhibitors, primary screen, counter-screen for PFM18AAP inhibitor project, biochemical, QFRET, fluorogenic peptide substrate; recombinant F. hepatica cathepsin L1, Z-Leu-Arg-MCA fluorescence; inhibition, % at 5.96 µM; actives 0.49% (n = 300,000); AID 1906, 2009;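 active = inhibition above the mean of all tested compounds plus 3 SD, set per screening campaign, cut at about 17% in these data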;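 note: 0% = plate median of test compound wells and 100% = 1 µM Z-Phe-Ala-diazomethylketone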
PP1 inh = PP1-alpha phosphatase inhibitors, primary screen, counter-screen for PP5 inhibitor project, biochemical, fluorescence, OMFP substrate, single point | purified PP1alpha | Serine/threonine-protein phosphatase PP1-alpha catalytic subunit (Homo sapiens), P62136 | actives 0.9% (n = 320,000) | inhibition, % at 6.7 µM;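 active = inhibition above the mean inhibition of all tested compounds plus 3 SD, computed separately for each screening campaign, cut at about 15% in these data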
PP5 inh = PP5 phosphatase inhibitors, primary screen, biochemical, fluorescence. actives 0.18% (n = 320,000). inhibition, % at 6.7 µM. purified PP5c, OMFP substrate fluorescence. Serine/threonine-protein phosphatase 5 (Homo sapiens), P53041;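 active = inhibition above the campaign's mean inhibition across all tested compounds plus 3 SD, cut at about 9.5% in these data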;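 note: 0% = DMSO only and 100% = 100 µM cantharidin control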
Target sequence (P53041 whole entry, looked up): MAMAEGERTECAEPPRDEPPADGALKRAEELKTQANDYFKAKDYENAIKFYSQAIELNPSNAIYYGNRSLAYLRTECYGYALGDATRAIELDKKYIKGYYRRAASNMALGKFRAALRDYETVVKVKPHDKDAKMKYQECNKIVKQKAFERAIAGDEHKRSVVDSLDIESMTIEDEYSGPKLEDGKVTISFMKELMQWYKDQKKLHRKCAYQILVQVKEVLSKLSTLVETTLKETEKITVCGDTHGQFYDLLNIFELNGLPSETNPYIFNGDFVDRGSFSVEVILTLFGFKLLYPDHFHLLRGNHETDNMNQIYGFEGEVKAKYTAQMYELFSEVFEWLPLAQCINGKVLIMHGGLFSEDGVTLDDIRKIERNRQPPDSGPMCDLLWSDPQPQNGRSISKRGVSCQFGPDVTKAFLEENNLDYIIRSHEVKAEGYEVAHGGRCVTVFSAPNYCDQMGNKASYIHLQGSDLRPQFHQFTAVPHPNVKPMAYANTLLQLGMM
proCasp7 act = procaspase-7 activators, primary screen, counter-screen for procaspase-3 activator project, biochemical, absorbance, HTS, human; activation, % at 8.5 µM; recombinant procaspase-7, Ac-DEVD-pNA absorbance 405 nm; D23A/D198A/D206A triple mutant, cannot self-cleave; scale: DMSO 0, 5 µM enzyme 100; actives 0.093% (n = 330,000); Caspase-7 (Homo sapiens), P55210;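 active = percent activation above the screen-wide mean plus 3 SD, cut at about 25% in these data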
Target sequence (P55210 whole entry D23A/D198A/D206A): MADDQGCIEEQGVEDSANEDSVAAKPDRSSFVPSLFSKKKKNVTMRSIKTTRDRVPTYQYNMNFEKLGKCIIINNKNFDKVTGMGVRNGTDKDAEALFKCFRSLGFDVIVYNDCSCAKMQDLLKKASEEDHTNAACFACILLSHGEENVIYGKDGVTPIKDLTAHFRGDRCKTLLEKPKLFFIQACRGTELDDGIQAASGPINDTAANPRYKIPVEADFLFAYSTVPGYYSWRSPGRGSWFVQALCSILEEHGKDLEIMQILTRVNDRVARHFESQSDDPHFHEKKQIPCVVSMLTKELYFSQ
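Material: Procaspase-7 triple mutant (PC-7 D3A) | Quantity: 2 µM procaspase-7 mutant as dispensed | Reagent: DEVD-pNA substrate | Times: 1 h preincubation, 2 h reaction | Technique: 405 nm absorbance of p-nitroaniline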
PAFAH2 FP inh = PAFAH2 enzyme inhibitors, primary screen, biochemical, fluorescence polarization, human; Platelet-activating factor acetylhydrolase 2, cytoplasmic (Homo sapiens), Q99487; AID 492956, 2010; inhibition, % at 3.39 µM; actives 0.99% (n = 340,000); recombinant PAFAH2, FP-rhodamine activity probe;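 active = inhibition above the mean over all tested compounds plus 3 SD, cut at about 30% in these data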;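 note: inhibitors block probe labeling of enzyme so polarization drops; 0% = enzyme with DMSO and 100% = wells lacking PAFAH2 protein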
Starred values were filed as active, the others as inactive; x = no result given. Compounds as they come; any-hit rate near 5.6%.

SMILES | TPT1 inh | AHR act | proCasp3 act | core dimer inh | Fh CTSL1 inh | PP1 inh | PP5 inh | proCasp7 act | PAFAH2 FP inh
CC[C@H](C)C(C(=O)N1CCN(C(=O)OC(C)(C)C)CC1)n1cc(C(Cc2ccc(O)cc2)NC(=O)OC(C)(C)C)nn1 (stereo partly specified) | 1 | -1 | 2 | 6 | -3 | -2 | -0.8 | 1 | 4
CCOc1ccc(CN2CCCN(C)CC2)cc1 | -1 | 3 | 0 | 1 | -4 | 7 | 1.0 | -16 | 3
CCCNc1nc2c(c(=O)[nH]c(=O)n2C)n1CCOc1ccccc1 | -1 | 4 | 1 | 0 | -1 | 3 | -1.1 | 2 | 0
COc1cccc(/C=N/NC(=O)C(=O)N2CCCC2)c1OC | -2 | -1 | 7 | -3 | 3 | -1 | 0.3 | 9 | -1
C[C@H](CO)N1C[C@H](C)[C@@H](CN(C)C(=O)Nc2ccccc2)Oc2ccc(NC(=O)NC3CCCCC3)cc2C1=O | x | -1 | 9 | x | x | x | x | -3 | 6
COc1ccc(-c2cc(N)n(S(=O)(=O)c3ccc(F)cc3)n2)cc1OC | 2 | 10 | -2 | 4 | 1 | 0 | 3.2 | -2 | 2
CCOC(=O)c1nn(-c2ccc(Cl)cc2)c2nnc(Cc3ccc(C)cc3)c(=O)n12 | 1 | 4 | -2 | 15 | -1 | 4 | 1.7 | 1 | 3
O=C(CSc1ccc(Br)cc1)NCC1CCCO1 (stereo unspecified) | -3 | -2 | 8 | -1 | 4 | -4 | 0.1 | -1 | -3
CCOC(=O)c1cc(-c2ccccc2)sc1NC(=O)C(C)N1C(=O)c2ccccc2C1=O (stereo unspecified) | 1 | 2 | -1 | 3 | 1 | 5 | 1.9 | -1 | -5
CCCCOC(=O)CCc1nc2ccccc2[nH]c1=O | 0 | -1 | 9 | 1 | -1 | -1 | 2.2 | -8 | -1
O=C(NCC(c1ccco1)N1CCOCC1)c1ccccc1 (stereo unspecified) | -2 | 10 | -4 | 3 | -1 | -6 | 1.6 | 14 | -2
CC(=O)c1cc(C#N)c(NCCCN(C)C)nc1C | 2 | 0 | 8 | 3 | 1 | 0 | -0.5 | 4 | -5
COc1ccc(-c2sc3ccc(OC)cc3c2C#Cc2ccccn2)cc1 | x | 70* | 21* | x | x | -4 | 3.7 | 25 | -3
Cn1c(CC(=O)Nc2ccc(Cl)c(Cl)c2)nnc1SCC(=O)N1CCN(c2ccccc2)CC1 | 0 | 0 | 4 | 3 | 0 | 0 | 4.5 | 8 | -3
CC1C(=O)Nc2ccccc2N1C(=O)C1CC1 (stereo unspecified) | 0 | -1 | 12 | 1 | -1 | -1 | -2.4 | 7 | -6
O=C1CC(N2CCOCC2)C(=O)N1c1cccc(Cl)c1 (stereo unspecified) | -5 | -1 | -7 | -4 | -3 | 0 | 1.1 | -9 | 11
CC(Sc1nnnn1C)C(=O)NC(=O)NC1CCCCC1 (stereo unspecified) | -3 | 0 | -6 | -2 | -1 | 11 | -1.6 | 7 | 7
O=C1CCCCCN1C(=O)c1ccc(C(=O)N2CCCCCC2=O)cc1 | 3 | -1 | 2 | 3 | -5 | 1 | 5.1 | -4 | 4
O=C(c1cn(CC(=O)N2CCCCC2)c2ccccc12)C1CC1 | 6 | 6 | 8 | -8 | 0 | 6 | 0.9 | 2 | -10
CC1CCN(CCCN2C(=O)C3C(C(=O)Nc4cccc(Cl)c4)C4C=CC3(O4)C2C(=O)NC2CCCCC2)CC1 (stereo unspecified) | 1 | -2 | 11 | 7 | 2 | -2 | -0.7 | 2 | -11
Cc1ccc(-n2nc3c(c2NC(=O)c2ccc(F)c(F)c2)CS(=O)(=O)C3)cc1 | -2 | 0 | 8 | -8 | 2 | -1 | 0.4 | -5 | -4
Cc1cc(=O)oc2ccc(OCC(=O)O)cc12 | 1 | -5 | -10 | 6 | -3 | -7 | 2.9 | -2 | 0
COC(=O)c1ccc(NC(=S)NC2CCCCC2)cc1 | 1 | 3 | 3 | 1 | -3 | -4 | 3.0 | 7 | -1
O=C(NCC1CCCO1)c1cc(S(=O)(=O)N2CCOCC2)ccc1Cl (stereo unspecified) | 0 | -3 | 4 | -3 | -2 | -1 | 2.1 | 0 | -5
COc1cc(S(=O)(=O)NCc2ccc3c(c2)OCO3)ccc1Cl | 2 | 0 | 12 | 0 | -2 | -3 | 1.5 | -16 | 5
Cn1cc(Cl)c(C(=O)Nc2nc3ccc([N+](=O)[O-])cc3s2)n1 | 5 | 1 | 4 | -14 | -7 | -3 | 1.4 | 0 | -4
COc1ccc(NC(=O)CN(C)C2CCCCC2)c([N+](=O)[O-])c1 | -2 | -2 | 2 | 2 | -2 | -1 | 0.6 | 5 | -2
O=C1CC(=O)CC(c2ccccc2Cl)C1 | -3 | 0 | -2 | 7 | -4 | -4 | 2.6 | 0 | 5
O=C(NCCc1ccccc1)C(=O)NCC1OCCN1S(=O)(=O)c1ccc([N+](=O)[O-])cc1 (stereo unspecified) | -1 | 1 | 4 | 18 | -9 | -5 | -0.3 | -4 | -3
CCn1c(SCC(=O)NC2CCCCC2)nnc1-c1cccnc1 | -1 | 2 | 2 | -4 | -1 | -6 | 1.1 | 0 | -5
O=C(CSc1ccc(F)cc1)N1CCOCC1 | 0 | 0 | -3 | -2 | 0 | 0 | 2.4 | -3 | 1
O=C1CCCN1CCCNS(=O)(=O)c1ccc(Cl)c(C(=O)N2CCOCC2)c1 | 0 | 0 | 3 | 3 | -1 | -1 | 2.0 | -12 | -2
CCOC(=O)c1c(/N=C/c2cccc([N+](=O)[O-])c2O)sc(C)c1C | -7 | 7 | -12 | 7 | -1 | -2 | 3.4 | -24 | 5
S=C(Nc1ccccc1)N1CCN(c2ccc(N3CCOCC3)nn2)CC1 | -3 | -3 | 4 | -8 | -3 | -2 | 2.5 | 6 | -4
CC(C)Cn1nc(-c2ccccc2)c2ccccc2c1=O | -2 | 1 | 3 | 0 | -3 | 0 | 0.9 | -5 | -3
O=C(N/N=C/c1cccs1)c1ccc(NC(=O)c2ccccc2Cl)cc1 | -2 | -6 | 2 | 3 | -3 | 2 | 0.8 | 15 | -1
Cc1ccccc1CS(=O)(=O)c1ccc(C(=O)N2CCC(C)CC2)cc1[N+](=O)[O-] | 3 | 3 | -3 | -1 | 0 | -4 | -0.8 | 2 | 5
Cc1nn(-c2ccccc2)nc1CNS(C)(=O)=O | -4 | -2 | 2 | -1 | -1 | -2 | -0.5 | 3 | 0
CC(=O)Oc1ccc(C(=O)Cc2ccccn2)c(O)c1 | -1 | 0 | 3 | 2 | -22 | -2 | 0.3 | -1 | -4
Cc1cc(=O)oc2cc(O)c(N=Nc3ccccc3)cc12 | 0 | 36 | 2 | -4 | 3 | -3 | -2.4 | 2 | 11
CCCC(C(=O)NC1CCCC1)N(Cc1ccc2c(c1)OCO2)C(=O)c1snc(C(N)=O)c1N (stereo unspecified) | 1 | 5 | 1 | 2 | 0 | -1 | 1.6 | -2 | -3
Cc1ccc(N2C(=O)[C@@H]3C(C(=O)CN4C(=O)c5ccccc5C4=O)=NN[C@@H]3C2=O)c(C)c1 | -1 | 1 | -1 | 0 | 4 | -1 | 5.2 | -2 | x
CC1CCN(c2ccc(-c3cccc(NC(=O)c4ccco4)c3)nn2)CC1 | 0 | -11 | 6 | 12 | 5 | -3 | -0.8 | 3 | 0
CCOC(=O)Cc1cnc(NC(=O)Cn2nnc(-c3ccc(OCC)cc3)n2)s1 | 0 | -4 | 4 | 11 | 1 | 1 | 0.4 | 0 | 1
COc1ccc([N+](=O)[O-])cc1NC(=O)c1ccc(N(Cc2ccccc2Cl)S(C)(=O)=O)cc1 | -1 | 5 | 7 | 10 | 3 | 0 | 0.5 | 3 | 0
COc1ccc(NC(=O)CCN2CCCCCC2)cc1 | 6 | 5 | 1 | -16 | 7 | -1 | 1.8 | -2 | 2
CC(=O)Nc1ccc(S(=O)(=O)N2CCc3ccccc3C2CC(=O)O)cc1 (stereo unspecified) | 1 | -2 | 1 | -2 | -2 | 0 | 0.3 | 10 | -6
Cc1ccc(CC(=O)NC2CCCc3ccccc32)cc1C (stereo unspecified) | -2 | 2 | 11 | 13 | -2 | -3 | 1.3 | -12 | 6
CCNc1nc(NC(C)C)nc(SCCOC(=O)c2ccccc2)n1 | 4 | 3 | 2 | -3 | 4 | -2 | 6.0 | -6 | 2
CN(C)CCCN(C(=O)CCc1ccccc1)c1nc2ccc(Br)cc2s1 | -3 | -8 | -9 | -10 | -3 | 7 | 0.5 | 4 | 0
COc1cc(OC)cc(C(=O)NNC(=O)c2cc(=O)[nH]c3ccccc23)c1 | -2 | 3 | 6 | -4 | -2 | -1 | 1.1 | 0 | 0
O=C(CN1CCN(c2ccccc2)CC1)N1CCc2[nH]c3ccccc3c2C1 | -2 | 5 | 5 | -3 | 3 | -1 | -0.6 | 2 | 4

Ordered by number of heavy atoms (ascending): part of the list above.
SMILES | TPT1 inh | AHR act | proCasp3 act | core dimer inh | Fh CTSL1 inh | PP1 inh | PP5 inh | proCasp7 act | PAFAH2 FP inh
COc1ccc(NC(=O)CCN2CCCCCC2)cc1 | 6 | 5 | 1 | -16 | 7 | -1 | 1.8 | -2 | 2
Cc1ccc(CC(=O)NC2CCCc3ccccc32)cc1C (stereo unspecified) | -2 | 2 | 11 | 13 | -2 | -3 | 1.3 | -12 | 6
CC(=O)Nc1ccc(S(=O)(=O)N2CCc3ccccc3C2CC(=O)O)cc1 (stereo unspecified) | 1 | -2 | 1 | -2 | -2 | 0 | 0.3 | 10 | -6
O=C(CN1CCN(c2ccccc2)CC1)N1CCc2[nH]c3ccccc3c2C1 | -2 | 5 | 5 | -3 | 3 | -1 | -0.6 | 2 | 4
Cc1ccc(N2C(=O)[C@@H]3C(C(=O)CN4C(=O)c5ccccc5C4=O)=NN[C@@H]3C2=O)c(C)c1 | -1 | 1 | -1 | 0 | 4 | -1 | 5.2 | -2 | x
